FBA Mtb inh: Mtb fructose-bisphosphate aldolase inhibition; P9WQA3; purified M. tuberculosis FBA, fluorescence read-out; AID 588726; inhibition, % at 1 µM; hit rate 2.3% among 360,000; in the data active means inhibition above about 27%;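 further: 0% = vehicle and 100% = reference inhibitor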
BioA inh: BioA (M. tuberculosis) enzyme inhibition; purified M. tuberculosis BioA enzyme, plate reader; inhibition, % at 9.99 µM; hit rate 0.096% among 360,000; AID 602481; in the data active means inhibition above about 40%; inconclusive means no clear call, values can overlap the other calls
BoNT A protease: inhibitors of Botulinum neurotoxin A light chain protease | multiplex microsphere protease substrate cleavage, flow cytometry | inhibition, % at 10 µM | hit rate 0.17% among 360,000 | AID 588499; further: plate controls were buffer without enzyme for full effect and enzyme alone for no effect
GDH-TPI counter: GDH-TPI coupled enzyme inhibition counter-screen; hit rate 1.2% among 360,000; inhibition, % at 4.8 µM; GDH-TPI coupled enzyme counterscreen, NADH absorbance; in the data active means inhibition above about 30%;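 further: 0% = DMSO wells and 100% = wells lacking the enzyme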
BoNT-F LC inh: inhibitors of Botulinum neurotoxin F light chain protease; Multiplex microsphere protease cleavage assay, flow cytometry; inhibition, % at 10 µM; hit rate 0.22% among 360,000; AID 588497; in the data active means inhibition above about 35%, passing the limit was not always enough; inconclusive means no clear call, values can overlap the other calls; further: plate controls were buffer without enzyme for full effect and enzyme alone for no effect
FadD28 binding: M. tuberculosis FadD28 bisubstrate binding inhibition; hit rate 0.22% among 360,000; FadD28 bisubstrate probe binding, fluorescence polarization; inhibition, % at 12.5 µM; in the data active means inhibition above about 8.5%, passing the limit was not always enough; inconclusive means no clear call, values can overlap the other calls
Anthrax LF prot: inhibitors of Bacillus anthracis lethal factor protease; P15917; inhibition, % at 10 µM; multiplex microsphere protease cleavage assay, LF; hit rate 0.12% among 360,000; further: plate controls were buffer without enzyme for full effect and enzyme alone for no effect
Target sequence (P15917 whole entry, looked up): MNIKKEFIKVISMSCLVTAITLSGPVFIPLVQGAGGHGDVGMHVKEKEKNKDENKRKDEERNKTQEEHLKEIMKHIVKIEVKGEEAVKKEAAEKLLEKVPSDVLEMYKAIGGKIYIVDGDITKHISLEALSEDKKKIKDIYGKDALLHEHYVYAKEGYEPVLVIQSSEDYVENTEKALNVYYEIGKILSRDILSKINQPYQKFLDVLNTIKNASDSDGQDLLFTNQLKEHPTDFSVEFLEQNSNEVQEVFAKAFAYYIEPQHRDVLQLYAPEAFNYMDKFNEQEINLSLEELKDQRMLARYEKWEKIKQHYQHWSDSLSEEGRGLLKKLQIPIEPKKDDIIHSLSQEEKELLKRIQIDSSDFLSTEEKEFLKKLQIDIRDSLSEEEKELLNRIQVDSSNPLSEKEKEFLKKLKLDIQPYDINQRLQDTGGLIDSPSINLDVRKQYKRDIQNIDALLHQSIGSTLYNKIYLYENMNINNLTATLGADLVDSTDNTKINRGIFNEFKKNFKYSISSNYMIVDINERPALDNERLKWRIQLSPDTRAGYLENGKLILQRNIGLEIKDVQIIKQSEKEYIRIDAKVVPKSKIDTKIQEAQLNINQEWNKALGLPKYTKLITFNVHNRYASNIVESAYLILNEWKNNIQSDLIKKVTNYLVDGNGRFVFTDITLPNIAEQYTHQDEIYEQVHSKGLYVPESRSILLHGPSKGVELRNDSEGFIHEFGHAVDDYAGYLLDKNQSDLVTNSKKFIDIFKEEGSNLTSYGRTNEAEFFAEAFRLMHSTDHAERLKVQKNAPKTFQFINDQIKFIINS
UGM FP inh: inhibitors of M. tuberculosis UDP-galactopyranose mutase; P9WIQ1; purified UGM, fluorescence polarization probe displacement; inhibition, % at 10 µM; hit rate 0.06% among 320,000; AID 504406; in the data active means inhibition above about 10%, passing the limit was not always enough; inconclusive means no clear call, values can overlap the other calls
PfHsp40 rescue: restores yeast growth despite PfHsp40 toxicity | S. cerevisiae expressing PfHsp40, growth rescue, ATP luminescence | hit rate 0.68% among 340,000 | growth rescue, % at 12.5 µM; in the data active means growth rescue above about 28%, passing the limit was not always enough; inconclusive means no clear call, values can overlap the other calls;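 further: yeast W303a lacking pdr1 and pdr3 grown in galactose medium; growth measured after three days at 30 °C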
Starred values were filed as active, the others as inactive; ? = inconclusive; . = not tested or not shown. Unless noted, no stated cut-off is given here; in the data, active means inhibition above about 30%; inconclusive means no clear call, values can overlap the other calls; inactive means below that.

structure	FBA Mtb inh	BioA inh	BoNT A protease	GDH-TPI counter	BoNT-F LC inh	FadD28 binding	Anthrax LF prot	UGM FP inh	PfHsp40 rescue
Cc1ccc(C(=O)NCC(=O)N2CCCCCCC2)cc1	-2	-0.9	-1.8	0	-2	-0.1	0	0.0	-0.6
CNC(=S)N1C2CCCC1CC(NC(=O)c1ccc(C)cc1)C2 (configuration not stated)	0	0.6	0.9	7	?	-2.3	-4	.	-0.4
C=Cn1cc[n+](CC(=O)c2ccc(C)cc2)c1	0	.	-0.4	1	-4	-1.4	0	0.2	-0.7
Cc1cc(C)cc(N(CCC#N)C(=O)COC(=O)CNC(=O)c2sc3ccccc3c2Cl)c1	-2	-4.3	-0.4	-4	4	-4.6	3	0.7	-1.2
O=C(CCc1nnc2n(Cc3ccc(Cl)cc3)c(=O)c3ccccc3n12)NCCN1CCCC1	4	-1.6	-1.9	-3	0	-5.0	0	-3.0	-0.1
Cc1ccc(S(=O)(=O)Nc2ccc(S(=O)(=O)Nc3cc(C)nc(C)n3)cc2)cc1	1	-5.8	-0.2	-3	-4	-3.7	-2	0.5	-0.1
CN1CCN(c2ccc(NC(=O)c3cc(S(N)(=O)=O)ccc3N3CCOCC3)cc2)CC1	4	1.7	0.9	7	-36	-1.1	-23	-0.7	6.3
COc1cc(C(=O)Nn2cnnc2)ccc1OC(F)F	0	-0.5	2.2	-1	-13	.	6	1.4	0.6
O=C(N1CCOCC1)N1c2ccccc2CC(N2CCOCC2)c2ccccc21 (configuration not stated)	1	-0.6	0.1	8	1	-2.9	0	-3.2	0.2
CCN(CC)C(=O)CSc1nnc(SCc2ccc(Cl)cc2)s1	0	0.9	0.5	9	-2	-1.3	-1	0.8	-0.2
COc1ccc(-n2nc(C(=O)NCC(=O)NCCCN3CCC(C)CC3)c3ccccc3c2=O)cc1Cl	2	0.4	-0.1	-2	8	-4.4	1	3.8	0.5
CC/C(=N\NC(=O)c1cccnc1)c1ccc2c(c1)OCCO2	0	5.5	-1.1	6	-7	-0.2	0	1.3	2.0
O=C(COC(=O)c1cccc(S(=O)(=O)Nc2ccc(F)cc2)c1)NCCN1C(=O)CSC1=O	-1	-0.1	-3.0	-7	?	-1.3	4	-1.0	1.3
CN(C(=O)c1ccc(NC(=O)Cc2ccc(NC(=O)C3CCN(C(=O)C4CCCC4)CC3)cc2)cc1)C1CCCC1	1	-2.5	-0.5	-2	-2	-1.0	-5	.	1.5
Cc1ccc(C(=O)OCC(=O)Nc2ccccc2N2CCOCC2)cc1	-2	0.3	0.7	1	-11	-5.2	3	6.4	0.5
Cc1ccc(-c2nc3c(c(=O)[nH]c(=O)n3Cc3ccccc3)n2C)o1	36*	.	1.3	8	3	-3.7	-2	.	-0.9
COc1ccc(/C=C(\NC(=O)c2ccc(OC)cc2)C(=O)Nc2ccccc2C(=O)O)cc1	-5	.	-0.7	31*	-5	-0.6	2	-0.6	5.9
COc1ccccc1N1CCN(C(=O)c2ccc(-c3ccccc3)cc2)CC1	-1	0.6	-0.2	-11	23	-1.9	-3	-0.7	1.9
CCCCCOc1ccc(CSC2=NCCN2)cc1[N+](=O)[O-]	0	.	0.0	-5	-2	-24	-3	2.9	-0.7
CC(C)C12CN3CC(C(C)C)(CN(C1)C31C(=O)Nc3ccccc31)C2=O (configuration not stated)	-5	-2.8	0.1	1	2	-0.1	0	-2.4	-1.7
CC(C)OCCCn1c(SC(C)C(=O)NCC2CCCO2)nc2cc(Cl)ccc2c1=O (configuration not stated)	3	.	-4.8	-6	-6	-2.4	-2	3.7	3.5
Nc1cccn2c(-c3ccc(Cl)c(Cl)c3)cnc12	9	.	0.5	3	-4	-3.7	-1	0.2	-0.1
CCOC(=O)N1CCN(C(=O)c2nn(C)c3c2CSc2ccccc2-3)CC1	-3	-0.6	-0.4	7	-8	-1.0	-7	-0.5	1.6
CC1CCc2nn(CC(=O)NC3CCCC(C)C3C)cc2C1 (configuration not stated)	3	-1.0	-0.6	1	0	1.3	-11	1.8	-0.1
C/C(=N\Nc1ncc(Cl)cc1Cl)c1ccc2c(c1)OCO2	1	.	-0.3	-1	-6	-2.5	-7	-0.1	-0.3
C=CCN(c1ccccc1C(=O)O)S(=O)(=O)c1ccc(NC(=O)OC)cc1	-1	-1.6	-1.1	5	-4	-1.3	0	-1.8	1.0
COCCNCc1cc(C)n(-c2cc(S(=O)(=O)N3CCOCC3)ccc2N2CCCC2)c1C	0	-1.1	-1.0	0	-18	-1.3	-3	.	-0.5
O=C(NCCCN1CCOCC1)c1ccc2c(c1)N(Cc1c(F)cccc1Cl)C(=O)c1ccccc1S2	-1	-1.6	-1.2	5	-6	-4.7	-3	0.4	-0.6
O=C(Nc1cccc2[nH]ncc12)c1ccc(F)cc1	1	0.1	?	1	2	0.5	-5	-0.6	-0.7
Cc1cc(NC(=O)C2CCCN(S(=O)(=O)c3cnc[nH]3)C2)ccc1Br (configuration not stated)	1	-1.0	0.3	3	-1	0.5	-4	4.2	0.8
Cc1csc2nc(CNS(=O)(=O)c3ccc(-c4ccccc4)cc3)cn12	0	1.1	0.1	6	-10	-5.3	-2	-0.6	-0.1
COc1ccc(N2CCN(C(=O)c3cccc(Cn4cc(Cl)cn4)c3)CC2)cc1	12	-0.8	-1.3	13	-35	-1.2	-10	-3.0	0.7
Cc1cc(C)n2nc(C(=O)OCC(=O)NC3CCS(=O)(=O)C3)nc2n1 (configuration not stated)	0	-1.0	-0.4	6	-2	-4.4	2	.	.
O=C(O)COc1ccccc1/C=N/NC(=O)c1cc(-c2ccc(F)cc2)nc2ccccc12	5	0.5	-1.1	51*	-2	-3.6	2	2.0	0.8
CCOC(=O)CN1C(=O)C(=O)N(Cc2c(F)cccc2Cl)C1=O	2	0.0	0.5	-1	9	0.0	15	0.4	1.4
COc1ccc(C2N=C(c3ccccc3)C(C)(C)N2O)cc1OC (configuration not stated)	2	0.5	-0.2	-9	-4	-2.3	0	-2.9	0.1
CCCCn1nc(C(=O)Nc2nc3c(s2)CCCC3)c2ccccc2c1=O	-2	.	0.6	-4	-3	0.5	-1	-1.7	-2.0
Cn1c(N)c(C(=O)COC(=O)CCCOc2ccc(Cl)cc2Cl)c(=O)n(C)c1=O	1	.	-0.3	-1	2	-2.4	-5	0.7	2.3
O=C(NCc1cccnc1)c1ccc(Cl)c(S(=O)(=O)N2CCCCCC2)c1	7	3.1	-0.3	-2	-2	2.0	1	3.1	-0.6
CC12CCC(C(=O)N(CSC(=S)N/N=C\c3ccccc3)C1=O)C2(C)C (configuration not stated)	5	-0.5	0.7	42*	4	-2.7	1	-1.0	3.7

Molecules above containing an NH in an aromatic ring, in the order listed:
structure	FBA Mtb inh	BioA inh	BoNT A protease	GDH-TPI counter	BoNT-F LC inh	FadD28 binding	Anthrax LF prot	UGM FP inh	PfHsp40 rescue
Cc1ccc(-c2nc3c(c(=O)[nH]c(=O)n3Cc3ccccc3)n2C)o1	36*	.	1.3	8	3	-3.7	-2	.	-0.9
O=C(Nc1cccc2[nH]ncc12)c1ccc(F)cc1	1	0.1	?	1	2	0.5	-5	-0.6	-0.7
Cc1cc(NC(=O)C2CCCN(S(=O)(=O)c3cnc[nH]3)C2)ccc1Br (configuration not stated)	1	-1.0	0.3	3	-1	0.5	-4	4.2	0.8

Carrying on.
structure	FBA Mtb inh	BioA inh	BoNT A protease	GDH-TPI counter	BoNT-F LC inh	FadD28 binding	Anthrax LF prot	UGM FP inh	PfHsp40 rescue
CC(C)(C)NCC(=Cc1ccccc1)C(=O)c1ccccc1	-1	.	0.1	-9	2	-5.5	-3	.	-0.7
Clc1ccc(CN2CCSCC2)c(Cl)c1	1	0.3	-0.5	-1	-7	-0.6	10	1.3	-0.2
CN(Cc1ccccc1N1CCCC1)C(=O)c1cc2cc(Cl)ccc2o1	-1	0.7	0.2	0	-2	-0.8	-8	1.8	3.7
CCOc1ccc(NC(=S)N(CCOC)C(C)c2ccco2)cc1 (configuration not stated)	-1	-0.6	0.1	-7	1	-3.7	-1	0.2	-0.7
CCN(CC)S(=O)(=O)c1cc(NC(=O)c2cc([N+](=O)[O-])ccc2N2CCOCC2)ccc1C	-1	0.6	0.8	12	-5	?	-1	1.2	1.9
CCc1ccccc1NC(=O)CSc1n[nH]c(-c2cccnc2)n1	-2	.	-0.4	-8	-18	.	5	0.1	1.4
O=S(=O)(c1ccc(SCc2ccc(Br)cc2)nc1)N1CCCCC1	3	-0.6	3.2	1	-3	1.8	-4	.	-0.4
Cc1ccnc(SCC(=O)Nc2sc3c(c2C#N)CCCC3)n1	-1	.	-0.4	9	-9	-2.6	-2	0.4	1.1
Cc1ccc(-c2nc3s/c(=C\c4ccco4)c(=O)n3n2)cc1	-1	-0.9	1.2	-2	9	-2.4	4	-0.5	0.3
CCOC(=O)CNc1ccc(C(=O)OCC)cc1[N+](=O)[O-]	2	.	-0.6	10	-11	-0.3	-1	-1.0	1.1
O=C(NCc1cccs1)c1ccccc1F	0	-1.0	0.2	-6	-2	-4.1	-1	0.7	10
CCOc1ccc(C(C)(C)C)cc1S(=O)(=O)n1nc(C)cc1C	2	-0.6	-0.7	-2	-12	-4.0	-2	-1.1	1.3
COc1ccc(C2c3cc(OC)c(OC)cc3CCN2C2CC(=O)N(c3ccccc3)C2=O)cc1OC (configuration not stated)	3	0.4	-1.3	7	-16	-1.3	-5	.	0.4
CC(C)n1cc(C(=O)N2CCCC(Nc3ccc(F)c(F)c3)C2)cn1 (configuration not stated)	1	0.5	-2.3	3	-10	-1.8	-2	0.7	-1.6
CCOc1ccc(CCNc2ccc3nnc(-c4ccccc4)n3n2)cc1OCC	-4	0.4	-0.8	3	-5	-8.5	2	2.5	0.6
CC1CN(C(=O)CSc2ncnc3sccc23)CC(C)O1 (configuration not stated)	-1	5.0	0.3	-10	-7	-1.6	-11	1.0	-1.4
COCc1[nH]nc2c1C(c1cccc(OC)c1)C(C#N)=C(N)O2 (configuration not stated)	4	-4.4	-0.2	13	-9	0.2	2	6.4	1.6
O=C(c1ccccc1)C1C(c2ccccc2)C1[N+](=O)[O-] (configuration not stated)	2	1.4	0.3	0	-4	-0.9	0	2.5	1.0
CCC(=O)N1CN(S(=O)(=O)c2ccc(C)cc2)CC1C (configuration not stated)	0	0.4	-2.6	-10	-3	-3.5	-2	-1.2	-1.2
COCCn1c(SCC(=O)N2CC(=O)Nc3ccccc32)nc2ccccc21	-2	.	1.1	4	-4	-2.7	0	-2.1	0.8
CCn1cc(C(=O)N2CCn3c(nc4ccccc43)C2)c(=O)c2ccc(C)nc21	0	2.3	-1.0	20	-8	-2.6	-8	1.5	-0.9
CCN(CC)CCN(C(=O)/C=C/c1cccs1)c1nc2ccc(F)cc2s1	2	-0.7	-0.7	4	-2	-0.7	-2	0.7	0.8
CN(Cc1cnn(C)c1)C(=O)C1CCC(=O)N(Cc2ccc(Cl)cc2)C1 (configuration not stated)	3	0.1	1.5	-11	6	-0.1	-3	-0.1	-1.2
COc1cccc(NC(=S)Nc2ccc(F)cc2)c1	2	-4.0	-0.5	5	15	0.8	3	0.5	0.5
CCOc1ccccc1C(=O)NCC(=O)N1CCC(C)CC1	7	1.0	0.7	-5	9	-1.3	-10	0.0	-0.9
CCOC(=O)CSc1cc(C(F)(F)F)nc(-c2ccccn2)n1	0	0.4	1.8	5	2	-0.6	3	0.7	-0.4
Cc1ccsc1C(=O)OCc1cc(=O)n2ccsc2n1	2	7.5	-0.7	13	3	-0.9	-1	0.9	1.3
Cc1onc(-c2ccc(Cl)cc2Cl)c1-c1csc(N/N=C/c2ccccc2)n1	-2	.	?	-3	?	-4.3	0	0.5	-0.6
O=C(CN1C(=O)COc2ccccc2C1=O)c1ccc2c(c1)OCCO2	8	0.7	-3.2	11	-4	-0.7	2	-2.3	0.2
O=c1cnnc(NCc2ccccc2)[nH]1	2	-1.3	-0.3	7	6	-0.3	-6	-0.5	0.3
